# HTR5A ag ctr: HTR5A agonists in luminescence cell assay, primary screen, counter-screen for OPRM1-OPRD1 heterodimer agonist project, full-deck HTS; cell-based; activation, % at 9.3 µM; AID 504692, 2011; 0.61% of 340,000 active; in the data active = activation mostly above about 9.5%, no sharp cut-off; inactive = mostly below about 7.6%;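 also: 0% = cells with vehicle only and 100% = reference agonist; strong numbers were not always called active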
# SR-BI DiI inh: inhibitors of SR-BI mediated HDL lipid uptake, primary screen, ldlA[mSR-BI] cells, fluorescence, single point; Scavenger receptor class B member 1 (Mus musculus), Q61009; ldlA[mSR-BI] CHO cells, DiI-HDL uptake fluorescence, 3 h; inhibition, % at 12.5 µM; 0.96% of 320,000 active;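 active = mean replicate inhibition of at least 70% and a set share of replicates each scoring 70 or more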;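 also: 0% = median of neutral control wells and 100% = median of positive control wells; values of inactives mirror those of a sister screen read the other way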
# Target sequence (Q61009 whole entry, looked up): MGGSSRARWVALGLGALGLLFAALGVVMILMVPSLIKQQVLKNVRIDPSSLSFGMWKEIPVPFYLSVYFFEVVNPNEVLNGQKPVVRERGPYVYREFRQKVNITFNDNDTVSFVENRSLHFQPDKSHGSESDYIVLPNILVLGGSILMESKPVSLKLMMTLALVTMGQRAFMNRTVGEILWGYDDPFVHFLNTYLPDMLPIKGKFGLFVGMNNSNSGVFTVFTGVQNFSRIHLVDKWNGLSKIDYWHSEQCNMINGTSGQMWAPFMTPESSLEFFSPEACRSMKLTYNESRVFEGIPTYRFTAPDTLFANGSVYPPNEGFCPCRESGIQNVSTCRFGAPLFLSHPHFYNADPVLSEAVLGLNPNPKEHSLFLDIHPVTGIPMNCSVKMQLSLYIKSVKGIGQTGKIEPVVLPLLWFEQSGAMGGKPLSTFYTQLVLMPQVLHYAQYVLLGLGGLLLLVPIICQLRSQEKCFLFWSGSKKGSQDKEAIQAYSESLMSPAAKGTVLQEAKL
# dFosB act: activators of delta FosB homodimer, primary screen, biochemical, fluorescence polarization, TAMRA-CDK5 oligo, single point; activation, % at 25 µM; AID 493131, 2011; purified delta FosB; percent of positive-control signal above neutral wells; 0.99% of 340,000 active; Protein FosB (Mus musculus), P13346;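 active = mean activation above about 17%, with every replicate also reaching it, limit read from the data, passing the limit was not always enough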;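 also: fluorescence polarization rise as delta FosB binds a TAMRA Cdk5 AP-1 oligo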
# SR-BI uptake up: activators of SR-BI mediated DiI-HDL uptake, primary screen, ldlA[mSR-BI] CHO cells, DiI fluorescence. 3 h; 100 = double the neutral-control signal. activation, % at 12.5 µM. 0.096% of 320,000 active;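 active = mean replicate activation of at least 60% and every replicate at or above 60%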;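 also: 0% = median plate neutral-control signal and 100% = twice that signal; values of inactives mirror those of a sister screen read the other way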
#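 Material: SR-BI-overexpressing, LDLR-lacking CHO cells; schedule: compound exposure 3 h, 37 °C; reagent: DiI-labelled HDL at 10 µg/mL final; technique: bottom-read fluorescence, 550/595 nm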
# PvdQ acylase: P. aeruginosa PvdQ acylase inhibitors, primary screen, biochemical, fluorescence, plate reader and imaging, single point; PvdQ acylase [Pseudomonas aeruginosa LESB58]; purified PvdQ acylase; inhibition, % at 10 µM; 0.063% of 340,000 active; in the data active = inhibition above about 30%, passing the limit was not always enough;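 also: 0% = vehicle neutral wells and 100% = reference inhibitor wells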
# Rtt109 Vps75: inhibitors of C. albicans Rtt109/Vps75 HAT, primary screen, biochemical, ThioGlo CoA-SH fluorescence, plate reader; purified Rtt109/Vps75, 4 h; inhibition, % at 34.9 µM; 0.16% of 330,000 active; AID 540336, 2011;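 active = inhibition of at least 50% in every replicate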
# Target sequence (Q5AAJ8 whole entry, looked up): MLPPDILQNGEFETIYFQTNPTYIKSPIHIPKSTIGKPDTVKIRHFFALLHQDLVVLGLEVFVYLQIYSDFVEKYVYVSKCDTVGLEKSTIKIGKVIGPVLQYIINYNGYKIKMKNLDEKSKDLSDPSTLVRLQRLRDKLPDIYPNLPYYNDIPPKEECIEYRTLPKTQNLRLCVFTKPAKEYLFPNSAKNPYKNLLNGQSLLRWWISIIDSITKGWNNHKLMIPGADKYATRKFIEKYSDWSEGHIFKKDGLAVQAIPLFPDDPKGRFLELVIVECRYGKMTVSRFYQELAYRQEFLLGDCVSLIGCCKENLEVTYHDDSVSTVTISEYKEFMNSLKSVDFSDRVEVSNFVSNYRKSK
# MITF TRPM1 HTS: activators of MITF-driven TRPM1 promoter reporter, primary screen, cell-based, SK-MEL-5, luciferase, single point. AID 588334, 2011. 0.75% of 300,000 active. SK-MEL-5 TRPM1-promoter luciferase, 24 h; % of positive control, neutral wells = 0. activation, % at 12.5 µM;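 active = mean activation of at least 80% with every replicate also reaching 80%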;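 also: 0% = neutral control wells and 100% = parthenolide positive control wells; values of inactives mirror those of a sister screen read the other way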
# CDK5 inh: inhibitors of human CDK5/p35 kinase, primary screen, biochemical, single concentration. inhibition, % at 10 µM. Recombinant CDK5/p35, ADP-Glo luminescence, 60 min. 0.01% of 330,000 active. AID 488839, 2010. Cyclin-dependent kinase 5 (Homo sapiens) + Cyclin-dependent kinase 5 activator 1 (Homo …;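 active = highest replicate inhibition of at least 50% and at least 75% of replicates reaching 50%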;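 also: plate controls were DMSO neutral control for no effect and GW8510 at 10 µM for full effect; many of its hits are not listed in these tables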
# RTF Ca sens act: cardiac RTF calcium sensitivity activators, primary screen, biochemical, IANBD-TnC fluorescence, EC20 calcium. Troponin I, cardiac muscle (Homo sapiens) + Troponin T, cardiac muscle (Homo sapiens) + …. IANBD-labeled TnC RTF fluorescence at EC20 calcium; 0% EC20 calcium, 100% full calcium. activation, % at 7.2 µM. 0.24% of 340,000 active. AID 493008, 2010;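 active = activation above the mean over all tested compounds plus 3 SD, cut at about 30% in these data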;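 also: rise in fluorescence read as greater calcium sensitivity of cardiac thin filaments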
# Wnt act: Wnt/beta-catenin pathway activators, primary screen, cell-based, plate reader, single point; Wnt/beta-catenin reporter cell assay, activator; activation, % at 9.35 µM; 1.2% of 300,000 active; in the data active = activation above about 30%, passing the limit was not always enough;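 also: 0% = neutral control wells and 100% = positive control wells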
# Starred values were filed as active, the others as inactive; . = no result given.
SMILES,HTR5A ag ctr,SR-BI DiI inh,dFosB act,SR-BI uptake up,PvdQ acylase,Rtt109 Vps75,MITF TRPM1 HTS,CDK5 inh,RTF Ca sens act,Wnt act
CCN1C(=O)S/C(=C/c2ccc(Oc3ccc([N+](=O)[O-])cn3)c(OC)c2)C1=O,-5,-7,-9,7,-4,-1,4,-0.6,-3,-6
COC(=O)C1=C(C)N(c2ccc(Cl)cc2)/C(=C/c2ccc(O)cc2)C1=O,-1,-1,-14,1,1,0,-15,-0.4,-2,6
CCCCc1cc(=O)oc2c(C)c(OCC(=O)N3CCCC3)ccc12,-3,76*,-17,-76,12,19,-2,0.7,-5,3
Cc1ccccc1N1CCN(c2ccc(NC(=O)C3CCCCC3C(=O)O)cc2)CC1 (stereo not drawn),-2,11,1,-11,0,5,10,1.6,0,.
CC12CCC(C(=O)n3c1nc1ccccc13)C2(C)C (stereo not drawn),5,17,0,-17,4,12,-14,6.0,3,.
Cn1nc(C(F)(F)F)c(CNC(=O)C(C)(C)CCl)c1N1CCOCC1,1,.,3,.,-9,2,13,1.3,0,1
CCOc1ccc(S(=O)(=O)Nc2ccc(C(=O)NCCCN3CCOCC3)cc2)cc1,-2,-24,7,24,-17,.,0,2.1,9,0
Cn1nc([N+](=O)[O-])c2c(-c3nc4ccccc4s3)c(N)n(C3CCCCC3)c2c1=O,-1,64,-4,-64,6,.,.,0.9,-3,-4
CC(C)NC(=O)/C(C#N)=C\c1ccc(N(C)C)c(Br)c1,3,19,-9,-19,-1,5,11,0.2,-8,-5
Cc1ccc(C(=O)Nc2cccc(S(=O)(=O)N(C)c3ccccc3)c2)o1,0,6,-6,-6,-11,10,-9,1.3,2,-1
O=C(O)c1ccccc1C(=O)c1ccc2oc(=O)[nH]c2c1,3,14,-7,-14,-14,9,7,-3.8,-6,-1
CC1CC(C)CN(CCCNS(=O)(=O)c2ccc3c(c2)oc(=O)n3C)C1 (stereo not drawn),-5,-8,-1,8,-10,8,-4,-0.5,2,-1
CCOC(=O)C1=C(O)C(=O)N(Cc2cccnc2)C1c1ccc(OC)cc1 (stereo not drawn),.,-20,12,20,-12,-9,4,0.5,.,-1
CN1CCN(c2ccccc2NC(=O)c2cc3c(s2)-c2ccccc2OC3)CC1,-4,.,-5,.,-5,9,10,-1.9,0,-5
CS(=O)(=O)c1ccc(Cl)c(NC(=O)Cc2c(Cl)cccc2Cl)c1,2,6,41*,-6,-11,-7,16,1.3,1,-5
Cc1n[nH]c(=S)n1-c1ccc(Cl)cc1,5,-24,4,24,5,-10,-8,1.4,0,-1
COc1ccc(Cl)cc1NC(=O)c1nnn(CC(=O)Nc2ccc3c(c2)OCO3)c1N,4,9,21*,-9,7,5,14,1.3,-5,-2
CCCn1c(N)c(N(CCOC)C(=O)c2cc3c(s2)CCCCC3)c(=O)[nH]c1=O,-2,-21,-1,21,-20,1,3,-1.3,-2,-1
CCOc1nc2ccccc2nc1NS(=O)(=O)c1ccc(Cl)cc1,2,-11,-9,11,-4,8,-13,-1.6,-7,-2
COc1cc(/C=N/NC(=O)c2cccc(S(=O)(=O)N3CCOCC3)c2)cc(OC)c1O,5,2,-2,-2,-5,1,-9,-2.2,-2,2
Cc1[nH]c(C)c(S(=O)(=O)Nc2cccc(Cl)c2C)c1C(=O)N1CCCCC1,2,-6,-10,6,-13,4,-6,1.1,0,2
Cc1ccc2nc(N/C(=N/S(=O)(=O)c3ccc(F)cc3)c3ccccc3)sc2c1,2,12,0,-12,-4,0,25,-2.6,7,2
CCCCN=Cc1sc2ccc(OCC)cc2c1O,5,33,-7,-33,-7,32,.,0.9,5,.
COCc1ccc(CN2CCC(n3nccc3NC(=O)CCCc3ccccc3)CC2)o1,2,-4,-11,4,-12,3,-1,-2.3,2,-3
Cc1cc(=O)n(CCO)c(O)c1C#N,-1,6,-4,-6,11,10,.,0.5,0,22
Cc1cc(NC(=O)CCOc2ccc(F)cc2)no1,0,-12,-2,12,-11,1,.,0.5,-4,0
COc1ccc(-c2noc(CN(C)C(=O)Nc3ccccc3)n2)cc1,7,-2,2,2,-7,.,-5,-0.4,1,-2
CCOc1ccc2oc(C(=O)N(Cc3nnc(-c4ccccc4Cl)o3)C3CC3)c(C)c2c1,-1,49,-11,-49,-10,5,4,0.1,-4,-5
Cc1ccccc1C(=O)N1CCN(c2ccccn2)CC1,-2,-3,6,3,3,-20,9,3.5,2,.
O=S(=O)(c1ccccc1)c1nnn2c1nc(NC1CCN(Cc3ccccc3)CC1)c1ccccc12,.,2,-120,-2,-18,-2,11,.,0,-3
CC(C)NC(=O)N1CCN(c2ccncc2S(=O)(=O)N2CCCCC2)CC1,-1,4,-4,-4,-20,4,-5,1.1,1,1
OCC1(Cc2ccc(Cl)cc2)CCN(CCCc2ccccc2)CC1,.,-4,-3,4,-5,-4,22,0.2,.,-2
Cc1ccc(-c2csc(NC(=O)C3CSC4(C)CCC(=O)N34)n2)cc1 (stereo not drawn),4,23,-1,-23,-11,0,-11,0.6,4,0
Cc1cc(NC(=O)CSc2cc(Cl)ccc2Cl)n(-c2ccccc2)n1,0,62,-6,-62,-10,-2,22,-0.6,1,-3
CC(C)CCn1c(SCC(=O)Nc2ccccc2C(F)(F)F)nc2nccnc2c1=O,-3,-16,-13,16,-1,6,-6,0.3,-4,-1
CCc1ccc(-c2nn(Cc3ccccc3)cc2C(=O)NCC2CCCO2)cc1 (stereo not drawn),-2,-6,-3,6,-18,-1,5,0.2,-3,6
O=c1[nH]snc1-c1c(Cl)cccc1Cl,-2,-1,-3,1,-9,7,-5,-0.7,6,-1
CSc1nc2ccc(NS(=O)(=O)c3ccc4c(c3)OCCO4)cc2s1,-2,.,-3,.,10,12,0,0.1,-1,.
Cc1cccc(N2CCN(C(=O)Cc3ccc(-n4c(=O)[nH]c5ccsc5c4=O)cc3)CC2)c1C,2,67,-19,-67,-16,-1,10,0.4,-2,-1
O=C(Nc1ccc(F)cc1)C(c1ccccc1)N1CCN(CC(=O)N2CCCC2)CC1 (stereo not drawn),0,-15,-6,15,2,16,10,-1.4,0,13
Cc1ccc(NCCC#N)cc1C,6,13,-1,-13,-14,-10,-16,-3.3,-1,0
Clc1ccc(C2=NOC(c3nnc(-c4ccccc4)o3)C2)cc1 (stereo not drawn),2,-3,-7,3,-18,-5,3,1.3,-3,-1
O=C(Nc1ccc2nc(-c3ccco3)c(-c3ccco3)nc2c1)N1CCN(c2ccccn2)CC1,1,41,-7,-41,9,-1,-21,-0.2,-10,-7
Cc1coc2c(C)c3oc(=O)c(CCC(=O)NCc4ccccn4)c(C)c3cc12,-3,22,-16,-22,-13,-8,2,1.0,5,-1
Cc1oc(-c2ccccc2)cc1C(=O)Nc1cccc2ccccc12,5,-5,-5,5,-6,4,11,0.0,1,.
CCOC(=O)CCc1c(C)c2ccc(OC3CCCCC3=O)c(C)c2oc1=O (stereo not drawn),2,52,-9,-52,-14,-1,28,-0.8,-2,10
O=C(/C=C1\NC2(CCCC2)Cc2ccccc21)C(=O)N/N=C/c1ccc(O)c(O)c1,1,50,-6,-50,13,-2,-18,1.8,0,.
CSC1=N/C(=C\c2c(F)cccc2Cl)C(=O)S1,0,-46,3,46,-9,-5,-9,-0.4,-2,.
COc1ccc(OC(=O)COc2cc(C)ccc2C)cc1,3,-27,-13,27,10,2,.,-1.1,-3,-1
CC(C)(C)NS(=O)(=O)c1ccc(C(=O)Nc2ccc3c(c2)OCO3)cc1,2,19,-1,-19,2,0,-6,-0.5,-6,4
C/C(=N\NC(=O)COc1ccc([N+](=O)[O-])cc1)c1ccco1,-3,6,3,-6,-11,-5,10,1.3,-4,1
Cc1[nH]c2ccccc2c1/C=C/c1cc[n+](C)cc1,-3,-10,-3,10,3,29,-18,4.0,95*,.
CCOC(=O)n1cnc2nc(N)nc(SC)c21,-1,-9,3,9,-3,2,-2,1.8,-6,-6
COc1ccc(N(CC(=O)Nc2ccc(Cc3ccncc3)cc2)S(=O)(=O)c2ccccc2)cc1,3,.,3,.,-5,3,-10,0.4,-1,-5
COc1ccc(NC(=O)CSc2nnc(CNc3ccc(C)cc3)n2C)cc1,-2,2,-5,-2,-8,-2,-14,-0.2,-9,1

# Filtered by structure, the compounds so far with an aryl methoxy group (eight)
SMILES,HTR5A ag ctr,SR-BI DiI inh,dFosB act,SR-BI uptake up,PvdQ acylase,Rtt109 Vps75,MITF TRPM1 HTS,CDK5 inh,RTF Ca sens act,Wnt act
CCN1C(=O)S/C(=C/c2ccc(Oc3ccc([N+](=O)[O-])cn3)c(OC)c2)C1=O,-5,-7,-9,7,-4,-1,4,-0.6,-3,-6
CCOC(=O)C1=C(O)C(=O)N(Cc2cccnc2)C1c1ccc(OC)cc1 (stereo not drawn),.,-20,12,20,-12,-9,4,0.5,.,-1
COc1ccc(Cl)cc1NC(=O)c1nnn(CC(=O)Nc2ccc3c(c2)OCO3)c1N,4,9,21*,-9,7,5,14,1.3,-5,-2
COc1cc(/C=N/NC(=O)c2cccc(S(=O)(=O)N3CCOCC3)c2)cc(OC)c1O,5,2,-2,-2,-5,1,-9,-2.2,-2,2
COc1ccc(-c2noc(CN(C)C(=O)Nc3ccccc3)n2)cc1,7,-2,2,2,-7,.,-5,-0.4,1,-2
COc1ccc(OC(=O)COc2cc(C)ccc2C)cc1,3,-27,-13,27,10,2,.,-1.1,-3,-1
COc1ccc(N(CC(=O)Nc2ccc(Cc3ccncc3)cc2)S(=O)(=O)c2ccccc2)cc1,3,.,3,.,-5,3,-10,0.4,-1,-5
COc1ccc(NC(=O)CSc2nnc(CNc3ccc(C)cc3)n2C)cc1,-2,2,-5,-2,-8,-2,-14,-0.2,-9,1

# Structures listed so far shown as hits in RTF Ca sens act:
SMILES | SR-BI DiI inh | dFosB act | SR-BI uptake up | PvdQ acylase | Rtt109 Vps75 | MITF TRPM1 HTS | CDK5 inh | RTF Ca sens act | Wnt act
Cc1[nH]c2ccccc2c1/C=C/c1cc[n+](C)cc1 | -10 | -3 | 10 | 3 | 29 | -18 | 4.0 | 95* | .
